LANA DNA inh: inhibitors of KSHV C-LANA binding to DNA, primary screen, biochemical, fluorescence polarization, FAM-LBS DNA, MBP-C-LANA, single point; Kaposi's sarcoma herpesvirus LANA C-terminal domain (residues 932-1162) DNA binding; actives 0.078% (n = 340,000); inhibition, % at 9 µM;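 active = highest replicate inhibition at or above 60% at 9 µM, even if other replicates fall short; inactive = all replicates below 60% inhibition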;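 also: 0% = neutral control wells and 100% = 4 µM acridine orange control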
CAL PDZ FP-1: CAL PDZ peptide-binding inhibitors, primary screen, biochemical, fluorescence polarization, Cer-tagged CAL PDZ, HTS; Golgi-associated PDZ and coiled-coil motif-containing protein (Homo sapiens), Q9HD26; purified CAL PDZ, TMR-peptide fluorescence polarization, 1 h; inhibition, % at 20 µM; actives 0.02% (n = 330,000); AID 504414, 2011;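 active = highest replicate inhibition of at least 40%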;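 also: plate controls were DMSO neutral control wells for no effect and unlabeled competitor peptide control wells for full effect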
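Test system: purified CerCALP PDZ construct; Compound dosing: one concentration, 20 µM compound; Also added: TMR-labelled reporter peptide T*-PRC34 bound in PDZ groove; Read-out: inhibition from polarization loss; Controls: unlabelled peptide and DMSO controls; Signal: FP readout, S and P plane fluorescence; Incubation: 1 h at RT.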
SR-BI uptake up: activators of SR-BI mediated DiI-HDL uptake, primary screen, ldlA[mSR-BI] CHO cells, DiI fluorescence | 3 h; 100 = double the neutral-control signal | actives 0.096% (n = 320,000) | activation, % at 12.5 µM;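 active = mean replicate activation of at least 60% and every replicate at or above 60%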;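 also: 0% = median plate neutral-control signal and 100% = twice that signal; values of inactives mirror those of a sister screen read the other way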
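material = CHO ldlA[mSR-BI] cells | medium = Ham's F12 with 0.5% BSA, HEPES 25 mM, pH 7.4 | reagent = fluorescent DiI-HDL, 10 µg/mL final | compound dosing = single-point compound dose | incubation = 3 h, 37 °C | measured by = bottom-read fluorescence, 550/595 nm | measure = HDL uptake via cellular fluorescence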
cardiac RTF act: cardiac RTF calcium sensitivity activators, primary screen, biochemical, IANBD-TnC fluorescence, EC20 calcium. IANBD-labeled TnC RTF fluorescence at EC20 calcium; 0% EC20 calcium, 100% full calcium. Troponin I, cardiac muscle (Homo sapiens) + Troponin T, cardiac muscle (Homo sapiens) + …. activation, % at 7.2 µM. actives 0.24% (n = 340,000). AID 493008, 2010;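 active = activation above the mean over all tested compounds plus 3 SD, cut at about 30% in these data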;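 also: rise in fluorescence read as greater calcium sensitivity of cardiac thin filaments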
RTF Ca sens inh: cardiac RTF calcium sensitivity inhibitors, primary screen, biochemical, IANBD-TnC fluorescence, EC70 calcium | inhibition, % at 7.15 µM | actives 0.12% (n = 340,000) | IANBD-labeled cardiac RTF, Ca2+ fluorescence | AID 493244, 2011 | Troponin I, cardiac muscle (Homo sapiens) + Troponin T, cardiac muscle (Homo sapiens) + …;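 active = inhibition above the mean inhibition of all tested compounds plus 3 SD, cut at about 17% in these data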;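 also: assay run at fixed EC70 calcium of 1.6 mM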
Rtt109 Vps75: inhibitors of C. albicans Rtt109/Vps75 HAT, primary screen, biochemical, ThioGlo CoA-SH fluorescence, plate reader; Histone acetyltransferase RTT109 (Candida albicans (strain SC5314 / ATCC MYA-2876)), …; purified Rtt109/Vps75, 4 h; inhibition, % at 34.9 µM; actives 0.16% (n = 330,000); AID 540336, 2011;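 active = inhibition of at least 50% in every replicate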
Keap1-Nrf2 PPI: Keap1-Nrf2 protein-protein interaction inhibitors, primary screen, biochemical, fluorescence polarization, single point | actives 0.15% (n = 340,000) | Keap1 Kelch-Nrf2 peptide fluorescence polarization, 1536-well | AID 504523, 2011 | Kelch-like ECH-associated protein 1 (Homo sapiens), Q14145 | inhibition, % at 9.4 µM; in the data active = inhibition above about 12%;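 also: human Keap1 Kelch domain with fluorescein labeled Nrf2 9mer peptide probe; 0% = neutral control wells and 100% = peptide positive control; higher means more block of Keap1 binding to Nrf2 peptide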
DAGLB inhibitor: DAGLB lipase inhibitors, primary screen, biochemical, fluorescence, HTS | inhibition, % at 5.17 µM | actives 0.059% (n = 340,000) | Diacylglycerol lipase-beta (Homo sapiens), Q8NCG7 | HEK293T DAGLB membrane lysate, EnzChek fluorogenic substrate; in the data active = inhibition above about 34%;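 also: 0% = enzyme with vehicle and 100% = wells lacking enzyme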
Target sequence (Q8NCG7 whole entry, looked up): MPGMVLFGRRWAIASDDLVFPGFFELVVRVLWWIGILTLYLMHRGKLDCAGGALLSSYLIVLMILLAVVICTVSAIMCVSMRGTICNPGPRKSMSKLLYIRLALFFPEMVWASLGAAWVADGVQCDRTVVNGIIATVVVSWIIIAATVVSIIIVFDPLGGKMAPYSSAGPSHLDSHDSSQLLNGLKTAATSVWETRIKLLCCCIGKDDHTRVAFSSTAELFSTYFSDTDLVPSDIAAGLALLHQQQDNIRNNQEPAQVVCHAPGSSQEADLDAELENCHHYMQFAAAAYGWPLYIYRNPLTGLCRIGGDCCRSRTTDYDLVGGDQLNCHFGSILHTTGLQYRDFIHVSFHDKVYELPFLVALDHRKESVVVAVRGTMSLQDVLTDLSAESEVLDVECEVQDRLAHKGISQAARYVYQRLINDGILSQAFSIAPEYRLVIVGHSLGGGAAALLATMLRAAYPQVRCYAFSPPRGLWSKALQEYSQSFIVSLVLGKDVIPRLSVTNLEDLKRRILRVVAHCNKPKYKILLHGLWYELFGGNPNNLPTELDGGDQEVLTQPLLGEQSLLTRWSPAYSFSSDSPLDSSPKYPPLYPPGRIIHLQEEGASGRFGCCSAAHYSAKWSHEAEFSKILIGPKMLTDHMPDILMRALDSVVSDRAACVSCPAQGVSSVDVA
CAL PDZ FP-2: untagged CAL PDZ binding inhibitors, primary screen, biochemical, fluorescence polarization, HTS; AID 602252, 2012; purified CAL PDZ, TMR-peptide fluorescence polarization, 1 h; inhibition, % at 24.9 µM; actives 0.92% (n = 300,000); Golgi-associated PDZ and coiled-coil motif-containing protein (Homo sapiens), Q9HD26;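 active = mean inhibition of at least 30% with at least half of replicates also reaching 30%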;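 also: 0% = DMSO neutral control and 100% = excess unlabeled competitor peptide PRC23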
PKA-R2B activ: activators of PKA-R2B holoenzyme, primary screen, biochemical, fluorescence polarization, Cy5-IP20, human. cAMP-dependent protein kinase catalytic subunit beta (Homo sapiens) + cAMP-dependent …. PKA-R2B holoenzyme dissociation; R2B truncated from residue 108, S112A mutant; 0% DMSO only, 100% 113 µM cGMP. activation, % at 11.4 µM. actives 0.079% (n = 340,000). AID 504700, 2011;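 active = activation above a cutoff set at the mean over all compounds plus 3 SD, cut at about 18% in these data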;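 also: higher means more holoenzyme dissociation and a rise in polarization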
* = called active by the depositor; . = not tested or not shown.

SMILES	PKA-R2B activ	CAL PDZ FP-1	Keap1-Nrf2 PPI	CAL PDZ FP-2	SR-BI uptake up	cardiac RTF act	DAGLB inhibitor	Rtt109 Vps75	LANA DNA inh	RTF Ca sens inh
COc1ccc(S(=O)(=O)NNc2nc(C)cc(C)n2)cc1Br	8	-1.5	6	-2	21	6	-2	4	-3.4	-4
CC1CCN(C(=O)C2CCN(S(=O)(=O)c3cccc4nonc34)CC2)CC1	5	-2.6	4	-1	5	-3	0	9	-0.8	-4
CCc1noc(C)c1C(=O)Nc1sc(C(=O)N(C)C)c(C)c1C(=O)OC	-4	-1.3	0	2	-15	1	-2	2	-1.9	-11
CCn1c(CC(=O)Nc2ccc(F)cc2)nnc1SCC(=O)NC1CCCC1	-8	-1.3	-3	-3	.	-4	-2	5	-0.7	12
COc1ccc(NC(=O)[C@@H]2[C@@H]3C(=O)N(C4CCCCC4)C(=O)[C@@H]3C3c4ccccc4C=CN32)cc1 (stereo partly specified)	-3	0.5	-2	-5	.	1	2	7	-4.3	-10
COC(=O)N/N=C/c1sc(N2CCCCC2)nc1-c1cccs1	-4	23	1	-13	-42	1	0	-2	-17	-13
CCOC(=O)C1=NN(c2ccc(Cl)cc2)C(=O)C1	-11	-0.3	-3	0	-6	-1	-2	-3	-11	-2
CC(C)(C)c1ccc(C(=O)Nc2cccc(-n3cnnn3)c2)cc1	-8	-3.2	5	-1	-15	-2	1	10	-1.5	12
COc1cccc(C2CC(c3cccc(Br)c3)n3nc(N)nc3N2)c1 (stereo unspecified)	0	-0.7	2	.	2	-2	2	9	-0.9	-5
COC(=O)CCCC1=CC2=C(c3ccccc3)C(=O)C(C)(OC(=O)C3CCCC3)C(=O)C2=CN1C1CCCCC1 (stereo unspecified)	1	-0.3	3	-1	9	2	3	24	-0.3	-6
Cc1cccc(C)c1OCC(O)CN(Cc1ccccc1O)C1CCCCC1 (stereo unspecified)	-2	18	0	-2	-3	0	-6	4	-2.6	-5
Cc1ccc(OCc2cc(C(=O)N(C)CCn3ccnc3C)no2)cc1C	5	-1.2	0	-2	-1	6	3	-2	0.4	-1
COc1ccc(CN(C)C(=O)c2ccc(NS(=O)(=O)c3ccc4[nH]c(=O)[nH]c4c3)cc2)c(OC)c1	-3	-4.0	2	-4	.	-3	0	8	1.0	3
CCOc1ccc(-c2nc(N)ncc2-c2ccc(OC)cc2)c(O)c1	0	0.1	0	-11	-36	4	0	-3	-1.3	-15
CC(C)(C)NC(=O)COC(=O)CCC(=O)c1ccc(Cl)cc1	-6	-1.3	2	3	17	-5	-2	-1	-0.7	-4
CCOC(=O)N/N=C\c1ccccc1OC/C=C/c1ccccc1	-4	-2.7	3	-2	-26	-3	-5	1	-2.8	9
CSc1ncccc1C(=O)OCC(=O)c1[nH]c(C)c(C(C)=O)c1C	-6	-2.2	-4	3	-45	-2	-1	15	1.2	2
O=C(CSc1nc2[nH]ncc2c(=O)n1-c1ccccc1)c1ccc2c(c1)OCCO2	-6	-4.7	-2	-3	9	0	-2	8	-0.2	-14
CCOC(=O)C(C)(C)Oc1cccc2c1S(=O)(=O)c1ccccc1-2	10	0.5	2	-2	-6	-2	-3	5	-2.1	-3
CN1CCN(C(=O)c2cnn3c2NC(c2ccccc2)CC3C(F)(F)F)CC1 (stereo unspecified)	-5	-1.4	-6	4	.	5	0	10	0.2	-4
Cc1cccc2sc(NC(=O)CCNS(=O)(=O)c3cccs3)nc12	0	-2.4	-2	-7	-32	-3	3	0	0.7	4
CCN(CC)c1ccc(NC(=O)CCNS(=O)(=O)c2ccc3c(c2)CCC(=O)N3)c(C)c1	2	-1.9	-4	-3	-3	-2	1	35	-1.6	1
CCOc1cc(NC(=O)c2ccccc2OC)c(OCC)cc1NC(=O)c1ccccc1	-9	-0.9	-1	0	-34	-5	1	5	-0.6	-3
O=C(c1ccccc1)N1N=C(c2ccccc2)CC1(O)C(F)(F)F (stereo unspecified)	-14	-0.5	-4	-5	-22	-3	-4	.	-0.5	-6
CCN(CC(=O)NCc1ccc(Cl)cc1)S(=O)(=O)c1ccc(NC(C)=O)cc1	-1	-2.4	-1	-1	.	0	-1	3	-1.0	3
O=C(CCNC(=O)c1ccc(Cl)cc1)Nc1ncccc1O	2	-0.4	-5	-2	18	5	-2	17	1.8	2
CC1CC(C)CN(S(=O)(=O)c2ccc3c(c2)n(C)c(=O)c(=O)n3C)C1 (stereo unspecified)	-8	-2.8	-1	.	13	5	-1	-5	-1.3	3
CCCC1=C(C(=O)OCC)C(c2ccc(OC)c(CSc3ccccn3)c2)C(C#N)=C(N)O1 (stereo unspecified)	7	-0.7	-8	-7	-16	-7	3	1	0.4	2
O=C(NCN1CCCCC1)c1cccnc1	3	-4.4	2	2	26	0	1	3	0.8	0
CCOC(=O)c1cncc(NC(=O)c2ccccc2)c1	8	-0.9	-1	-4	-8	-4	-1	0	0.9	-8
Cc1cc2cc(C(=O)N3CCc4c([nH]c5ccccc45)C3c3ccccn3)ccc2o1 (stereo unspecified)	-2	-2.6	-1	-4	28	3	-2	1	1.7	4
O=c1oc2cc(O)ccc2c2ccccc12	-16	-0.4	-4	-2	14	-4	2	3	-1.0	0

3 entries picked at random from those above:
SMILES	PKA-R2B activ	CAL PDZ FP-1	Keap1-Nrf2 PPI	CAL PDZ FP-2	SR-BI uptake up	cardiac RTF act	DAGLB inhibitor	Rtt109 Vps75	LANA DNA inh	RTF Ca sens inh
CC1CC(C)CN(S(=O)(=O)c2ccc3c(c2)n(C)c(=O)c(=O)n3C)C1 (stereo unspecified)	-8	-2.8	-1	.	13	5	-1	-5	-1.3	3
O=c1oc2cc(O)ccc2c2ccccc12	-16	-0.4	-4	-2	14	-4	2	3	-1.0	0
O=C(CCNC(=O)c1ccc(Cl)cc1)Nc1ncccc1O	2	-0.4	-5	-2	18	5	-2	17	1.8	2

Continuation:
SMILES	PKA-R2B activ	CAL PDZ FP-1	Keap1-Nrf2 PPI	CAL PDZ FP-2	SR-BI uptake up	cardiac RTF act	DAGLB inhibitor	Rtt109 Vps75	LANA DNA inh	RTF Ca sens inh
C=Cc1ccc(C(=O)N2CCCC(Nc3ccc4c(c3)OCCO4)C2)cc1 (stereo unspecified)	-5	-1.9	-1	-2	-1	1	-2	7	0.2	-4
O=C(/C=C/c1ccc(Cl)cc1)NCc1cccs1	3	-2.9	8	-2	13	10	-9	4	0.8	-18
COc1ccc2c(C(=O)c3ccc(C)cc3)n(CCC(N)=O)[n+]([O-])c2c1	-2	-0.7	-4	1	25	7	-2	-10	-0.6	-7
CCOc1ncccc1C(=O)NNC(=O)c1ccccc1-n1cccc1	1	-3.0	-4	-2	-1	1	-4	-3	0.6	-3
COC(=O)CC1COc2ccccc2N1C(=O)c1cccc(Cl)c1 (stereo unspecified)	8	0.4	-2	-2	-5	0	-4	17	-0.3	-4
O=C1[C@@H]2Cc3c([nH]c4ccccc34)C(c3cccc([N+](=O)[O-])c3)N2C(=O)CN1CCCO (stereo partly specified)	1	-0.9	-1	-4	-82	-2	0	-4	-1.0	-6
O=C1CC(c2ccc(Cl)cc2)CC(=O)C1CS(=O)(=O)c1ccccc1 (stereo unspecified)	-8	0.0	0	-4	-6	-1	1	2	-0.9	-2
COc1cccc(C(=O)NNC2=CC(=O)CC(C)(C)C2)c1	-4	-0.1	-5	0	33	-1	0	-4	1.8	4
COC(=O)N1CCN(CCc2ccccc2)CC1	-7	11	-3	-5	12	1	-1	-1	0.3	0
O=C(Cc1ccccc1)NNC(=O)c1cnccn1	5	0.6	-2	6	-8	-3	-1	-1	0.2	1
CCOC(=O)Cc1cc(-c2ccc(OC)cc2)nc2ccc3ccccc3c12	6	-1.5	-4	-2	-49	-2	-11	-13	1.0	-8
CCOC(=O)c1ccc(NC(=O)COC(=O)c2cccc(Oc3ccccc3)c2)cc1	-2	-2.9	3	-6	8	0	-12	-3	-1.0	3
Cc1ccc(-n2cc(C(C)(C)C)[nH]c2=S)cc1	-4	-1.4	-3	0	27	10	2	2	-0.1	11
CCOc1ccc(CNc2ccc(S(N)(=O)=O)cc2)cc1	1	0.0	-6	-2	-11	2	-2	25	-1.2	-8
Cc1ccccc1N1CCN(C(=O)[C@@H]2CCCN2C2=NS(=O)(=O)c3ccccc32)CC1	-7	0.1	-5	-4	-30	-5	0	4	-2.1	-3

High-throughput results (PubChem BioAssay)
